Assay outcomes as filed in PubChem.
STAT3 act: activators of IL-6 induced STAT3 signaling; U3A cells, IL-6 STAT3-luciferase reporter, luminescence; 100% = signal with IL-6 EC80 alone; activation (% of control), % at 5.6 µM; 0.91% of 190,000 active; AID 871;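 active = activation above the screen-wide mean of compound activation plus 3 SD, cut at about 130% in these data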;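 note: 0% = background luminescence of wells with medium and substrate only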
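system = STAT3-luciferase reporter U3A cells | reagent = IL-6 stimulus at 33 ng/mL final | timing = 1 h compound pre-exposure, 6 h IL-6 stimulation, 37 °C | measured by = luminescence | evaluation = % activation versus median of IL-6-stimulated wells | control set = IL-6-only wells as 100% reference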
RAM network inh: inhibitors of the yeast RAM network; 1.8% of 190,000 active; inhibition, % at 50 µM; S. cerevisiae dse1pr::URA3 reporter, 5-FOA growth OD615, 2 d; analog-sensitive cbk1-as2 kinase mutant strain;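 active = inhibition above a set limit, 3 SD over mean compound inhibition, cut at about 8.4% in these data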;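 note: 0% = DMSO-only wells with no growth and 100% = 10 µM 1-NA-PP1 full growth; inhibition rescues growth on 5-FOA so higher OD means more RAM inhibition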
FLuc inh counter: counter-screen for luciferase assay inhibitors: firefly luciferase inhibition; inhibition, % at 10 µM; AID 1006; 1.5% of 200,000 active; ATPLite firefly luciferase biochemical luminescence, 10 min;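 active = inhibition above about 50% when tested at 10 µM, limit read from the data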
Target sequence (P08659 whole entry, looked up): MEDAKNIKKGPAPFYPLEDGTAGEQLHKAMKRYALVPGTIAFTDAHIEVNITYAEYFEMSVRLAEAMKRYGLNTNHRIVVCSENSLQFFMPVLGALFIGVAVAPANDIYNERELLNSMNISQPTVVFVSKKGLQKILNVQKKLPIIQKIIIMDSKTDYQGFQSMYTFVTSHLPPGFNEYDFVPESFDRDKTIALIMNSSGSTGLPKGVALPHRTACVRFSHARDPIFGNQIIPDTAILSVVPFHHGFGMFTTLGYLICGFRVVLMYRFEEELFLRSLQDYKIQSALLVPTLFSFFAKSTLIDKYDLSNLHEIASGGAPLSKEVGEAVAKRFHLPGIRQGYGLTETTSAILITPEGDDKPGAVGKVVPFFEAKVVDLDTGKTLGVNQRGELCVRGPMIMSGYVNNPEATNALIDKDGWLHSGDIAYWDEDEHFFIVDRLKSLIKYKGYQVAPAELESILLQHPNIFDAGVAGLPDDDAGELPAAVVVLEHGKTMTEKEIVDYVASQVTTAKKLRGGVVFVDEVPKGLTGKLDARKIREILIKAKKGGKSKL
APP 5'UTR act: activates APP 5'UTR luciferase reporter | AID 1276 | SH-SY5Y APP 5'UTR luciferase reporter, luminescence; zero percent = DMSO vehicle wells | 1% of 190,000 active | activation, % at 2 µM;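 active = activation above a set limit, based on mean plus 3 SD of controls, cut at about 140% in these data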; note: values of inactives mirror those of a sister screen read the other way
APP 5UTR inh: APP translation inhibition | SH-SY5Y APP 5'UTR-luciferase reporter, luminescence | inhibition, % at 2 µM | 0.82% of 190,000 active;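 active = inhibition above a set limit, derived from the sample mean plus 3 SD, cut at about 45% in these data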; note: values of inactives mirror those of a sister screen read the other way
STAT1 activator: activators of IFN-gamma induced STAT1 signaling. activation (% of control), % at 5.5 µM. 2.6% of 200,000 active. NIH 3T3 STAT1-luciferase reporter, luminescence; 100% = IFN-gamma alone, no compound. AID 932;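 active = activation above the screen-wide mean activation plus 3 SD, cut at about 130% in these data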;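 note: raw ratio to IFN-gamma control signal so 100% means no change and 0% no light; values of inactives mirror those of a sister screen read the other way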
STAT1 blocker: STAT1 signaling inhibition | inhibition, % at 5.5 µM | 0.35% of 200,000 active | NIH 3T3 STAT1-luciferase reporter, IFN-gamma, luminescence | AID 920;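 active = inhibition above a set limit, the mean inhibition across all tested compounds plus 3 SD, cut at about 34% in these data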;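 note: 0% = IFN-gamma with DMSO and 100% = IFN-gamma with 300 µM nifuroxazide; values of inactives mirror those of a sister screen read the other way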
NF-kB expr up: compounds increasing NF-kB expression in human neuronal cells | NF-kB reporter expression; active compounds read high | fold change at 12.5 µM | 1.6% of 190,000 active; in the data active = fold change above about 3.3
STAT3 inh: inhibitors of IL-6 induced STAT3 signaling | U3A cells, IL-6 STAT3-luciferase reporter, luminescence; host cell line lacks STAT1 | 0.89% of 190,000 active | AID 862 | inhibition, % at 5.5 µM;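 active = inhibition above the mean inhibition across all screened compounds plus 3 SD, cut at about 44% in these data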;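 note: 0% = DMSO only wells and 100% = 100 µM nifuroxazide control wells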
Hsp70 activator: Hsp70 transcriptional activation, primary screen; HeLa Hsp70 promoter luciferase reporter, luminescence; scaled: vehicle 0, proteasome-inhibitor control 100%; activation, % at 10 µM; 0.04% of 200,000 active;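 active = activation above the mean across all tested compounds plus 3 SD, cutoff set per campaign, cut at about 5.5% in these data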;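 note: 100% = MG132 at 30 µM as the positive control and 0% = DMSO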
The depositor's hits bear a star; x = no result given.

SMILES	STAT3 act	RAM network inh	FLuc inh counter	APP 5'UTR act	APP 5UTR inh	STAT1 activator	STAT1 blocker	NF-kB expr up	STAT3 inh	Hsp70 activator
COc1ccc(C(=O)C2CCCN(C3CSCCSC3)C2)cc1OC (stereo not drawn)	91	0.1	-8	7	-7	93	7	1.1	20	-0.2
COC(=O)C(O)(c1ccc(N(C)C(=O)OC(C)C)cc1)C(F)(F)F (stereo not drawn)	96	-0.2	-6	-7	7	102	-2	0.92	6	-0.5
CC(=O)c1ccc2c(c1)C1C(Cl)C(Sc3ccccc3[N+](=O)[O-])CC1C(c1ccccc1[N+](=O)[O-])N2 (stereo not drawn)	96	3.4	-2	9	-9	89	12	0.9	8	-0.2
Cc1cccc(-n2c(O)c(C=NC34CN5CN(CN(C5)C3)C4)c(=O)[nH]c2=O)c1	97	1.3	2	8	-8	102	-2	1.3	6	0.0
O=c1c2ccccc2nc(Cc2ccccc2)n1-c1cccc(O)c1	101	0.0	-3	-7	7	86	13	1.1	5	0.1
O=S(=O)(c1ccc(Cl)cc1)N1CN2CCN(C2)C1	103	2.5	-1	6	-6	97	3	1.2	1	-0.3
COc1ccc(OC(=O)N(C)C)c(CN(C)C)c1	103	0.1	-2	-3	3	101	-1	1.2	3	0.0
CCOP(=O)(OCC)C(NC(=O)c1ccccc1)=C(Cl)Cl	105	-0.7	0	-4	4	100	0	1.2	-3	-0.3
Cc1nc2c(C(=O)N3CCC4(CC3)OCCO4)cnn2c(C)c1Cc1cccc(Cl)c1	112	2.0	-1	11	-12	100	-1	0.96	0	-0.3
CCC1(C)OC(c2ccccc2)=C/C(=C/C=C2C(=O)NC(=O)NC2=O)O1 (stereo not drawn)	103	6.0	7	1	-1	101	-1	1.3	5	-0.3
CC(C)CCNC(=O)c1cc(C(=O)c2cc(Br)ccc2O)cn(CCC(C)C)c1=O	107	9.2*	1	4	-4	103	-4	0.91	-8	-0.2
Cc1cccc(OP(=O)(Oc2cccc(C)c2)OC(c2ccccc2)C(F)(F)F)c1 (stereo not drawn)	99	-0.5	-3	-4	4	102	-2	0.79	10	-0.2
CCCCn1c(O)c(C(CC)=NC(C)c2ccccc2)c(=O)[nH]c1=O (stereo not drawn)	102	1.4	-8	0	0	95	5	0.53	1	-0.2
COc1cc(/C=N/NC(=O)CN2CC(c3ccccc3)CC2=O)ccc1OC(=O)N(C)C (stereo not drawn)	104	2.0	-4	16	-16	100	0	0.97	0	-0.3
CC(N)Cc1c[nH]c2ccc(Cl)cc12 (stereo not drawn)	94	x	x	-5	5	95	5	x	11	-0.5
O=C1CC(=O)N(c2cccc(Cl)c2)C(=O)N1	108	1.9	-7	8	-8	97	3	0.95	-3	-0.2
CS(=O)(=O)N1CCN(C(=N)N[N+](=O)[O-])CC1	100	0.1	-1	17	-17	103	-5	1.1	1	-0.3
C(=NC12CN3CN(CN(C3)C1)C2)c1cccnc1	103	1.8	-4	4	-4	89	12	1.1	1	0.6
O=c1[nH]c(=O)n(CCc2ccccc2)c(O)c1C=NCCCn1ccnc1	99	2.4	-9	10	-10	105	-6	1.2	7	0.1
Cc1cc(S(=O)(=O)NCC(C)C)ccc1OCC(=O)N1CCN(Cc2ccccc2)CC1	83	-2.1	-1	-6	6	92	9	0.9	23	-0.7
Cn1cccc1CNCCc1ccc(F)cc1	96	0.4	-7	11	-11	104	-7	1.5	6	-0.3
CSc1ncc(/C=C2/C(=O)NC(=O)N(c3ccc(C(C)C)cc3)C2=O)cn1	111	0.7	-8	-10	10	104	-5	1	-11	-0.2
COc1ccc(C2C([N+](=O)[O-])=C(N)Oc3c2c(=O)oc2ccccc32)cc1 (stereo not drawn)	96	4.3	-3	8	-8	102	-2	1.1	7	-0.1
CC(C)CCCn1c(O)c(/C=C2/C=CC=N2)c(=O)[nH]c1=O	110	3.1	-6	-13	14	97	3	0.52	-9	-0.3
CCOC(=O)C(O)(c1ccc(NC(=S)NC(=O)c2ccc(Cl)cc2Cl)c(C)c1)C(F)(F)F (stereo not drawn)	93	7.7	-4	-26	26	78	24	0.97	9	-0.4
COCCCn1c(N)c(C(=O)OCCOC)c2nc3ccccc3nc21	102	0.5	-1	0	0	99	0	0.9	4	-0.5
Cc1ccc(-n2c(O)c(C=NCc3cccnc3)c(=O)[nH]c2=O)cc1C	97	0.3	-4	7	-7	91	10	1.3	8	-0.2
CCN1C(=O)NC(=O)/C(=C/c2cc(C)n(-c3sc(C)c(C)c3C#N)c2C)C1=O	104	0.9	-4	29	-29	99	1	1.2	-4	-0.2
Cc1c(P(=S)(c2ccccc2)c2ccccc2)[n+]2ccccc2n1C	101	-0.5	-8	-10	10	98	1	1.9	7	0.1
OC(c1cccc(Cl)c1)(c1cccc(Cl)c1)C1CN2CCC1CC2 (stereo not drawn)	108	0.2	-6	5	-5	116	-19	1.1	-4	0.2
Cc1c(C(c2ccc(Cl)cc2Cl)c2c(O)c3ccccc3oc2=O)c(=O)n(-c2ccccc2)n1C (stereo not drawn)	103	5.7	-3	11	-11	100	-1	1.1	9	0.1
CCOc1ccc(-n2c(O)c(C=Nc3ccc(N(CC)CC)cc3)c(=O)[nH]c2=O)cc1	102	0.2	-4	0	0	97	4	1.4	3	0.1
O=S(=O)(c1ccccc1)N1CC1c1ccccc1 (stereo not drawn)	103	2.7	-1	10	-10	110	-11	1.3	-7	-0.1
CN(C)CCOC(=O)c1cn(Cc2ccccc2)c2ccccc12	98	0.4	-8	-1	1	105	-6	1.1	7	-0.2
CCN(CC)C(=O)c1ccc(NC(=O)c2cccc(C(F)(F)F)c2)cc1	93	3.1	8	18	-18	89	11	0.94	11	-0.3
Fc1cccc(C2NCCc3[nH]cnc32)c1 (stereo not drawn)	93	1.4	-4	-2	2	100	0	1	10	-0.2
COc1cc(Cn2c(N)c(C(=O)NCc3ccco3)c3nc4ccccc4nc32)cc(OC)c1OC	94	5.7	-3	14	-14	100	0	1.1	7	0.1
COCCOC(=O)c1c(N)n(Cc2ccccc2)c2nc3ccccc3nc12	108	-0.8	-2	-9	9	97	2	0.93	-2	-0.4
Cc1c(N=Nc2c(O)n(C)c(=O)n(C)c2=O)c(=O)n(-c2ccccc2)n1C	96	2.3	-1	21	-21	98	2	0.92	7	-0.3
O=C(c1cccnc1)c1cc2ccccc2[nH]1	89	2.1	-5	1	-1	102	-3	1.8	16	-0.2

Rewritten in markdown: 4 of the compounds above.
| Molecule | STAT3 act | RAM network inh | FLuc inh counter | APP 5'UTR act | APP 5UTR inh | STAT1 activator | STAT1 blocker | NF-kB expr up | STAT3 inh | Hsp70 activator |
| --- | --- | --- | --- | --- | --- | --- | --- | --- | --- | --- |
| CSc1ncc(/C=C2/C(=O)NC(=O)N(c3ccc(C(C)C)cc3)C2=O)cn1 | 111 | 0.7 | -8 | -10 | 10 | 104 | -5 | 1 | -11 | -0.2 |
| COc1ccc(C2C([N+](=O)[O-])=C(N)Oc3c2c(=O)oc2ccccc32)cc1 (stereo not drawn) | 96 | 4.3 | -3 | 8 | -8 | 102 | -2 | 1.1 | 7 | -0.1 |
| CC(C)CCCn1c(O)c(/C=C2/C=CC=N2)c(=O)[nH]c1=O | 110 | 3.1 | -6 | -13 | 14 | 97 | 3 | 0.52 | -9 | -0.3 |
| CCOC(=O)C(O)(c1ccc(NC(=S)NC(=O)c2ccc(Cl)cc2Cl)c(C)c1)C(F)(F)F (stereo not drawn) | 93 | 7.7 | -4 | -26 | 26 | 78 | 24 | 0.97 | 9 | -0.4 |

Continuation:
SMILES	STAT3 act	RAM network inh	FLuc inh counter	APP 5'UTR act	APP 5UTR inh	STAT1 activator	STAT1 blocker	NF-kB expr up	STAT3 inh	Hsp70 activator
CCOC(=O)c1c(NC(=O)c2c(N)n(CCCOC)c3nc4ccccc4nc23)sc2c1CCCC2	101	6.8	1	-16	16	106	-7	0.72	3	-0.2
CNC(=S)N/N=C1\C2CN3CCN(C2)CC1(c1ccccc1)C3	92	0.1	-3	-6	6	90	12	1.1	13	-0.4
COc1ccc(CCNC(=O)c2c(N)n(CCN3CCOCC3)c3nc4ccccc4nc23)cc1	101	-1.9	-4	-8	8	97	4	0.54	5	-0.2
CCCCC(=O)N/N=C/c1c(O)n(CCc2ccc(OC)c(OC)c2)c(=O)[nH]c1=O	96	5.5	-2	13	-14	98	2	1.2	6	-0.2
CCOCC(=O)NC1CCSC1=O (stereo not drawn)	98	1.9	-7	2	-2	95	6	1.2	5	-0.2
Cc1cc(CN(C)C)c(OC(=O)N(C)C)cc1C	104	1.3	-6	22	-22	102	-2	1	-2	-0.3
CCn1cc(C(=O)NCc2ccccc2)c2ccccc21	108	1.8	-1	27	-27	101	-2	1.2	-2	0.1
O=C(COC(=O)c1ccc(O)cc1)Nc1ccc(Cl)cc1C(=O)c1ccccc1	105	6.3	-2	3	-3	111	-12	0.62	0	-0.2
CCOC(=O)CCN=Cc1c(O)n(-c2ccc(Br)cc2)c(=O)[nH]c1=O	94	2.2	-5	3	-3	89	12	1.2	11	-0.1
O=C(CF)NC(NC(=S)Nc1ccccc1O)C(Cl)(Cl)Cl (stereo not drawn)	122	-0.8	-8	8	-8	89	11	1.4	-18	-0.1
CN(C(=O)CN1CC=C(c2ccccc2)CC1)c1c(N)n(Cc2ccccc2)c(=O)[nH]c1=O	105	0.3	-2	13	-13	99	-1	1.2	0	-0.2
O=c1[nH]c(=S)n(CCC2=CCCCC2)c(O)c1C=NCc1cccnc1	106	1.6	-4	-3	3	102	-3	0.98	-7	-0.1
c1ccc(C2CC3CC(c4ccco4)N2O3)cc1 (stereo not drawn)	106	0.2	-3	-9	9	96	4	0.91	-4	-0.3
CCCCCc1cc(O)c2c3c(c(=O)oc2c1)CN(C)CC3	109	-1.2	-5	10	-10	105	-7	1	-9	0.0
O=C(Cc1ccccc1)Oc1cccc(-n2cnnn2)c1	109	1.6	0	2	-2	104	-4	0.99	-8	0.0
c1ccc(-c2nc(N3CCOCC3)s[n+]2-c2ccccc2)cc1	99	1.0	18	45	-45	101	-1	1.1	1	-0.1
O=C(COc1ccccc1)N1CCN(C/C=C/c2ccccc2)CC1	101	1.3	-1	-14	14	95	6	0.98	0	0.5
Cc1ccc(S(=O)(=O)N(C)C/N=C(\N)N[N+](=O)[O-])cc1	94	0.3	-6	17	-17	90	11	0.83	10	-0.5
CN(C)C(=O)CSc1nnc([C@@H](N)Cc2ccccc2)o1	91	0.9	-2	-5	5	94	7	1.4	12	-0.2
CC(C)(C)C(=O)OCC12CCC(O1)C1(C)C(=O)OCC21 (stereo not drawn)	102	0.1	0	-13	13	103	-4	0.98	0	0.2
COC(=O)c1ccccc1OP1(=O)COc2ccccc2OC1	96	1.3	-10	-13	13	102	-2	1.1	10	0.1
Cn1c(O)c(/C=N/c2ccccn2)c(=O)n(C)c1=O	93	0.5	-5	-6	6	126	-27	1.1	15	0.1
Nc1ccncc1	101	1.0	-9	8	-8	85	16	1.1	1	-0.4
CCCn1c(C(=O)c2ccccc2)nc2ccccc21	93	-0.8	-6	-12	12	102	-4	1.2	10	0.1
O=P(c1ccccc1)(c1ccccc1)N1CCCCC1	108	0.1	-6	28	-28	96	3	0.9	-5	-0.1
CC#CP(=O)(OC)C(O)(CF)c1ccccc1 (stereo not drawn)	106	2.4	-1	-6	6	99	1	1.3	2	-0.2
Cn1c(=O)c2nncnc2n(C)c1=O	98	2.1	-3	0	0	98	2	1.4	6	-0.4
Cc1ccc(OCC(=O)N2CCN(C3CCC(c4ccccc4)CC3)CC2)cc1 (stereo not drawn)	100	0.7	-6	-7	7	102	-2	1.1	6	-0.3

Some of the compounds tested; rates above refer to the full screens.
